Bioassay records: PubChem, Broad Institute
STK33 kin inh = STK33 kinase inhibitors, primary screen, biochemical, luminescence, ADP-Glo, MBP substrate; Serine/threonine-protein kinase 33 (Homo sapiens), Q9BYT3; inhibition, % at 12.5 µM; 27,000 compounds, 0.44% hits; AID 2322, 2010; in the data active = inhibition above about 20%; inconclusive = no clear call, values can overlap the other calls
Target sequence (Q9BYT3 whole entry, looked up): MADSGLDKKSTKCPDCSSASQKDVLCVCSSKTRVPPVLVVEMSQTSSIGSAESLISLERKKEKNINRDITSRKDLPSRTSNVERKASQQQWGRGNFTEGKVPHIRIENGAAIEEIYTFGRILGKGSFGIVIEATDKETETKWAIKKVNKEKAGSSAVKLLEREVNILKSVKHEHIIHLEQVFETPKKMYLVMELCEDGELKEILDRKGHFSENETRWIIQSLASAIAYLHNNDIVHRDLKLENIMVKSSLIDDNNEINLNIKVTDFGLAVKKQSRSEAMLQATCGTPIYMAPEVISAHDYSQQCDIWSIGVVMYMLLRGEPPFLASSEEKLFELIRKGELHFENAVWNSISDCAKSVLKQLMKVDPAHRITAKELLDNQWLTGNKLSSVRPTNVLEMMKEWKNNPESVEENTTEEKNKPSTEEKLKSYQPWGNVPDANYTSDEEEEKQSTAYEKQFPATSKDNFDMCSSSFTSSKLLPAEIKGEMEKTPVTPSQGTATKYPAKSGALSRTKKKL
p53 PUMA act = mutant p53 pathway re-activators, primary screen, cell-based, SW480, luciferase, single point, HTS. 28,000 compounds, 1.5% hits. activation, % at 9.98 µM. SW480 PUMA-promoter luciferase, p53 mutant reactivation; in the data active = activation above about 52%; inconclusive = no clear call, values can overlap the other calls
Numbers without * were called inactive; ? = inconclusive; . = not tested or not shown.

SMILES	STK33 kin inh	p53 PUMA act
Cc1cc(Cl)ccc1NC(=O)CSc1nc(C(F)(F)F)cc(=O)[nH]1	-5	8
COc1ccc(N(CC(=O)Nc2ccccc2-c2ccccc2)S(C)(=O)=O)cc1	-1	-13
COc1ccc(S(=O)(=O)Nc2ccc3c(c2)C(=O)N([C@H](C)CO)C[C@H](C)[C@H](CN(C)Cc2ccc(C(F)(F)F)cc2)O3)cc1	11	.
C[C@H](CO)N1C[C@H](C)[C@@H](CN(C)Cc2ccc(Oc3ccccc3)cc2)Oc2c(NC(=O)c3ccncc3)cccc2C1=O	.	-4
Cc1nc(SCC(C)C)c(C#N)c(C)c1C	.	-1
COc1cc(O)cc2cc3c(c(O)c12)C(=O)C[C@@](C)(O)C3	-2	16
O=C1NCN(c2ccccc2)C12CCN(CCCC(c1ccc(F)cc1)c1ccc(F)cc1)CC2	3	-67
O=C(c1cc2ccccc2oc1=O)N(Cc1ccccc1)c1ccccn1	1	4
C[C@@H]1CCCCO[C@H](CN(C)C)[C@@H](C)CN([C@H](C)CO)C(=O)c2cc(NS(=O)(=O)c3ccc(Cl)cc3)ccc2O1	-2	-7
CC(=O)N(C)C[C@H]1Oc2ncc(C#CC(C)(C)O)cc2C(=O)N([C@H](C)CO)C[C@H]1C	.	9
C[C@@H]1CN([C@@H](C)CO)C(=O)c2cccc(NC(=O)c3nc4ccccc4s3)c2O[C@@H]1CN(C)S(=O)(=O)c1cccs1	.	-9
C[C@@H]1CN([C@H](C)CO)C(=O)Cc2cc(NC(=O)Nc3ccc(C(F)(F)F)cc3)ccc2O[C@@H]1CN(C)Cc1ccc(C(F)(F)F)cc1	-1	.
OC(CN1CCOCC1)Cn1c2ccccc2c2ccccc21 (centres undefined)	-3	-9
C[C@H]1CN([C@@H](C)CO)C(=O)c2cc(NS(=O)(=O)c3cn(C)cn3)ccc2O[C@@H]1CN(C)Cc1ccc(Oc2ccccc2)cc1	0	.
C[C@H]1CN([C@@H](C)CO)C(=O)c2cc(NC(=O)C3CC3)ccc2O[C@H]1CN(C)Cc1ccncc1	0	-2

Random excerpt: 2 compounds from above
SMILES	STK33 kin inh	p53 PUMA act
OC(CN1CCOCC1)Cn1c2ccccc2c2ccccc21 (centres undefined)	-3	-9
C[C@H](CO)N1C[C@H](C)[C@@H](CN(C)Cc2ccc(Oc3ccccc3)cc2)Oc2c(NC(=O)c3ccncc3)cccc2C1=O	.	-4

More entries.
SMILES	STK33 kin inh	p53 PUMA act
COc1ccc(-c2nc(SCC(=O)Nc3c(F)cc(F)cc3Br)n[nH]2)cc1	0	-14
CCOC(=O)CSc1nc2ccc(I)cc2c(=O)n1-c1ccccc1OC	-3	17
C[C@H](CO)N1C[C@H](C)[C@@H](CN(C)Cc2ccc(C(=O)O)cc2)Oc2c(cccc2N(C)C)C1=O	.	7
CCN(CC(=O)O)S(=O)(=O)c1ccc2ccccc2c1	-1	-1
C[C@H](CO)N1C[C@H](C)[C@H](CN(C)Cc2ccc(C(F)(F)F)cc2)Oc2ccc(NC(=O)CCN3CCOCC3)cc2CC1=O	-2	-5
COc1ccc(-c2nnc(SCC(=O)Nc3cccc(SC)c3)o2)cc1	8	?
CCN(CC(=O)Nc1cccc([N+](=O)[O-])c1)S(=O)(=O)c1ccc(C)cc1	1	6
C[C@@H]1CN([C@@H](C)CO)C(=O)c2cccc(NC(=O)C3CCCCC3)c2O[C@@H]1CN(C)C(=O)Nc1cccc2ccccc12	.	3
COc1cc(OC)nc(NC(=O)CSc2nc3ccccc3o2)n1	1	-17
O=C(c1cn(-c2ccccc2)nc1-c1cc2ccccc2oc1=O)n1nnc2ccccc21	1	8
COc1ccc(S(=O)(=O)N(C)C[C@H]2Oc3ccc(NC(=O)Nc4ccc(C(F)(F)F)cc4)cc3C(=O)N([C@H](C)CO)C[C@@H]2C)cc1	0	-21
C[C@@H]1CN([C@@H](C)CO)S(=O)(=O)c2ccc(C#C[C@@H](C)O)cc2O[C@@H]1CN(C)C(=O)Cc1ccccn1	.	8
Cc1cc2c(=O)n(Cc3ccco3)c(SCC(=O)c3cc4ccccc4o3)nc2s1	1	-8
CCOC(=O)c1cc(NC(=O)CSc2nnc(C)s2)ccc1Cl	-4	10
NC(=O)COc1ccc(NC(=O)c2cccnc2)cc1	-1	1
C[C@H]1CN([C@@H](C)CO)C(=O)Cc2cc(NC(=O)Nc3ccc(F)cc3)ccc2O[C@@H]1CN(C)Cc1ccc(-c2ccccc2)cc1	0	8
N#CCCn1c(CC(N)=O)nc2ccccc21	-2	-8
C[C@@H]1CN([C@@H](C)CO)C(=O)CCCn2cc(nn2)CO[C@H]1CN(C)S(=O)(=O)c1ccc(F)cc1	0	.
COc1ccc(CN(C)C[C@H]2Oc3c(NC(=O)c4ccc(-c5nccs5)cc4)cccc3C(=O)N([C@@H](C)CO)C[C@H]2C)cc1	.	7
O=C(/C=C/c1ccc(O)cc1)OC[C@H]1O[C@@H](Oc2cc(O)c3c(c2)OC(c2ccc(O)cc2)CC3=O)[C@H](O)[C@@H](OC(=O)/C=C/c2ccc(O)cc2)[C@@H]1O (some centres undefined)	-1	.
Cc1nn(C(N)=S)c2c1CC(COCCC(C)C)O2 (centres undefined)	.	-7
Cc1ccc(NC(=O)COc2ccc3ccccc3c2Br)c([N+](=O)[O-])c1	-3	64*
CCCC(=O)N(Cc1cc2cccc(C)c2[nH]c1=O)c1ccc(C)cc1	-3	-2
Cc1noc(C)c1NC(=O)N(C)C[C@H]1OCCCC[C@H](C)Oc2ccc(NC(=O)CCC(F)(F)F)cc2C(=O)N([C@@H](C)CO)C[C@@H]1C	.	12
COc1ccc(NC(=O)N(C)C[C@H]2Oc3ccc(NC(=O)Nc4c(C)noc4C)cc3C(=O)N([C@H](C)CO)C[C@H]2C)cc1	0	.
C[C@@H]1CN([C@H](C)CO)C(=O)Cc2cc(NS(=O)(=O)c3cccs3)ccc2O[C@H]1CN(C)S(C)(=O)=O	3	.
C[C@@H]1CN([C@H](C)CO)C(=O)Cc2cc(NC(=O)Cn3cnnn3)ccc2O[C@H]1CN(C)S(=O)(=O)c1ccccc1	2	1
C[C@@H]1CN([C@@H](C)CO)C(=O)Cc2cc(NC(=O)Nc3ccccc3)ccc2O[C@@H]1CN(C)CC1CC1	3	2
C=C1C2=C(C(=O)N1OC)[C@H](O)[C@](C)(O)[C@H](CCCCC)O2	.	-1
Cc1noc(C)c1NC(=O)Nc1ccc2c(c1)C(=O)N([C@H](C)CO)C[C@H](C)[C@H](CN(C)C(=O)CCCN(C)C)OCCCC[C@H](C)O2	.	11
Cc1noc(C)c1S(=O)(=O)Nc1ccc2c(c1)CC(=O)N([C@H](C)CO)C[C@H](C)[C@H](CN(C)CC1CC1)O2	0	.
C[C@@H]1CN([C@@H](C)CO)C(=O)c2cc(NC(=O)Nc3cccc4ccccc34)ccc2O[C@H]1CN(C)Cc1ccc(Cl)c(Cl)c1	0	.
C[C@H](CO)N1C[C@H](C)[C@H](CN(C)Cc2ccc3c(c2)OCO3)Oc2ccc(NC(=O)NC3CCCCC3)cc2C1=O	-1	-12
CC(=O)c1cccc(NC(=O)CSC2=C(C#N)C(c3ccccc3C)C3=C(CCCC3=O)N2)c1 (centres undefined)	-1	-1
Cc1nc2ccccn2c1-c1csc(Nc2cccc(C(=O)O)c2)n1	3	7
COc1cccc(OC)c1C(=O)NC(=S)NCc1ccco1	4	-5
CSc1ccccc1NC(=O)C(C)N(c1ccccc1)S(C)(=O)=O (centres undefined)	3	16
CNC[C@@H]1Oc2c(NC(=O)c3ccc(-c4nccs4)cc3)cccc2C(=O)N([C@@H](C)CO)C[C@@H]1C	.	13
Cc1noc(C)c1S(=O)(=O)Nc1ccc2c(c1)CC(=O)N([C@H](C)CO)C[C@@H](C)[C@H](CN(C)C(=O)Nc1ccc(F)cc1)O2	.	11
Cc1ccc(S(=O)(=O)N(C)C[C@H]2Oc3ccc(NS(=O)(=O)c4ccccc4)cc3CC(=O)N([C@@H](C)CO)C[C@H]2C)cc1	-1	.
COc1ccc(-c2nnc(SCC(=O)Nc3c(C)n[nH]c3C)n2-c2ccccc2)cc1OC	-3	-15
COc1ccc(S(=O)(=O)N(C)C[C@H]2OCc3cn(nn3)CCCC(=O)N([C@H](C)CO)C[C@@H]2C)cc1	6	.
C[C@@H]1CN([C@H](C)CO)C(=O)Cc2cc(NC(=O)Nc3ccccc3)ccc2O[C@@H]1CN(C)Cc1ccccc1	-1	.
Cc1ccc2nc(-c3ccc(NC(=O)CSc4nncn4C)cc3)sc2c1	3	-49
COc1cc(OC)c(NC(=O)CSc2nnc(-c3ccccc3)n2-c2ccccc2)cc1Cl	-1	-21
O=C(CCc1nc(-c2ccc(Cl)cc2)no1)NCC1CCCO1 (centres undefined)	6	-7
C[C@H](CO)N1C[C@H](C)[C@H](CN(C)C(=O)Nc2cccc3ccccc23)Oc2ccc(NC(=O)C3CC3)cc2CC1=O	-1	7
COC1C(OC)N(S(=O)(=O)c2ccc(C)cc2)CCN1S(=O)(=O)c1ccc(C)cc1 (centres undefined)	3	.
C[C@@H]1CN([C@@H](C)CO)C(=O)c2cccc(NC(=O)Nc3ccc(C(F)(F)F)cc3)c2O[C@H]1CN(C)Cc1ccc(C(=O)O)cc1	.	-1
C[C@H](CO)N1C[C@H](C)[C@H](CN(C)S(C)(=O)=O)Oc2ncc(-c3cccc(F)c3)cc2C1=O	-2	.
C[C@@H]1CN([C@@H](C)CO)C(=O)c2cc(NS(=O)(=O)c3ccccc3)ccc2O[C@@H](C)CCCCO[C@H]1CN(C)C(=O)CCC(F)(F)F	.	0
C[C@H]1CN([C@@H](C)CO)C(=O)c2cc(NC(=O)C3CCCCC3)ccc2O[C@H]1CN(C)S(=O)(=O)c1ccc(F)cc1	-7	.
CC1=C[C@H](O)[C@H]2C(C)(C)CCC[C@]2(C)[C@@]1(O)CO	2	5
C[C@H]1CN([C@@H](C)CO)S(=O)(=O)c2ccc(C#CC3(O)CCCC3)cc2O[C@@H]1CN(C)C(=O)c1ccncc1	.	-2
COc1ccc(-c2nnc(SCCC(=O)O)n2-c2ccccc2)cc1	0	-8
CC(C)OC(=O)N(C)C[C@@H]1OCc2cnnn2CCCC(=O)N([C@H](C)CO)C[C@@H]1C	-3	.
OC(c1ccccc1)C1CCN(CCc2ccccc2)CC1 (centres undefined)	.	0
O=c1[nH]ncc(NCC2CCCO2)c1Cl (centres undefined)	-4	.
OCc1cc(C(O)CNCCCCCCOCCCCc2ccccc2)ccc1O (centres undefined)	.	-14
COc1ccccc1CNC(=O)C[C@H]1C[C@@H]2c3cc(NC(=O)C4CCC4)ccc3O[C@@H]2[C@@H](CO)O1	.	8

(list continues)
SMILES	STK33 kin inh	p53 PUMA act
CC(C)C#Cc1cnc2c(c1)C(=O)N([C@@H](C)CO)C[C@@H](C)[C@H](CN(C)C(=O)C1CCC1)O2	.	-4
Cc1noc(C)c1S(=O)(=O)Nc1ccc2c(c1)C(=O)N([C@H](C)CO)C[C@@H](C)[C@@H](CN(C)C(=O)CCC(F)(F)F)OCCCC[C@@H](C)O2	.	-15
CCn1c(SCc2nc3ccccc3c(=O)[nH]2)nnc1-c1cc2cccc(OC)c2o1	0	-6
C[C@H]1CCCCO[C@H](CN(C)C(=O)C2CCCCC2)[C@@H](C)CN([C@@H](C)CO)C(=O)c2cc(NC(=O)NC3CCCCC3)ccc2O1	.	-14
Cc1c(C(=O)OC(C)C)sc2ncn(CC(=O)Nc3ccccc3C(F)(F)F)c(=O)c12	-6	4
COc1ccc(NC(=O)c2ccc(-c3ccc(-c4noc(C)n4)cc3C)cc2)cc1N1CCN(C)CC1	.	-54
COc1ccc(S(=O)(=O)N(C)C[C@@H]2Oc3ccc(NS(C)(=O)=O)cc3C(=O)N([C@H](C)CO)C[C@@H]2C)cc1	-2	5
CC(C)NC(=O)Nc1ccc2c(c1)C(=O)N([C@H](C)CO)C[C@@H](C)[C@@H](CN(C)S(=O)(=O)c1cccs1)OCCCC[C@@H](C)O2	.	3
C[C@H](CO)N1C[C@H](C)[C@H](CN(C)C)Oc2ncc(C#CCN(C)C)cc2C1=O	1	.
C[C@@H](NC(=O)C[C@@H]1C[C@@H]2c3cc(NC(=O)Nc4ccccc4F)ccc3O[C@@H]2[C@@H](CO)O1)c1ccccc1	.	-47
COc1cc(CO)cc(I)c1O[C@H]1C=C(C(=O)NCCO)C[C@@H](NCc2ccccc2F)[C@@H]1O	-2	.

Sorted by formula weight (rising): part of the list above.
SMILES	STK33 kin inh	p53 PUMA act
CC1=C[C@H](O)[C@H]2C(C)(C)CCC[C@]2(C)[C@@]1(O)CO	2	5
OC(CN1CCOCC1)Cn1c2ccccc2c2ccccc21 (centres undefined)	-3	-9
COc1ccc(N(CC(=O)Nc2ccccc2-c2ccccc2)S(C)(=O)=O)cc1	-1	-13
COc1ccc(NC(=O)N(C)C[C@H]2Oc3ccc(NC(=O)Nc4c(C)noc4C)cc3C(=O)N([C@H](C)CO)C[C@H]2C)cc1	0	.
C[C@H]1CN([C@@H](C)CO)C(=O)c2cc(NS(=O)(=O)c3cn(C)cn3)ccc2O[C@@H]1CN(C)Cc1ccc(Oc2ccccc2)cc1	0	.
O=C(/C=C/c1ccc(O)cc1)OC[C@H]1O[C@@H](Oc2cc(O)c3c(c2)OC(c2ccc(O)cc2)CC3=O)[C@H](O)[C@@H](OC(=O)/C=C/c2ccc(O)cc2)[C@@H]1O (some centres undefined)	-1	.

An excerpt, so the mix of outcomes need not match the whole.
